Screening results from PubChem BioAssay.
N370S GC: N370S glucocerebrosidase modulation, Gaucher chaperone candidate; N370S GC spleen homogenate, 4MU-glucoside fluorescence; 330,000 tested, 0.092% active; Potency, µM (highest dose often 59.4 µM), without a hit: at the top dose activity change, negative = inhibition, hits mostly inhibitors; P04062;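 also: 0% = full enzyme activity and -100% = no enzyme basal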
FEN1 inhibitor: blocks human flap endonuclease 1. P39748. Recombinant FEN1 flap cleavage, fluorescence, 15 min. Potency, µM (titrated, usually from 114 µM), for the others: at the top dose activity change, negative = inhibition, most hits filed as inhibitors. 390,000 tested, 0.35% active; also: nearly all actives have a fitted effect of over 65% in size
Target sequence (P39748 whole entry, looked up): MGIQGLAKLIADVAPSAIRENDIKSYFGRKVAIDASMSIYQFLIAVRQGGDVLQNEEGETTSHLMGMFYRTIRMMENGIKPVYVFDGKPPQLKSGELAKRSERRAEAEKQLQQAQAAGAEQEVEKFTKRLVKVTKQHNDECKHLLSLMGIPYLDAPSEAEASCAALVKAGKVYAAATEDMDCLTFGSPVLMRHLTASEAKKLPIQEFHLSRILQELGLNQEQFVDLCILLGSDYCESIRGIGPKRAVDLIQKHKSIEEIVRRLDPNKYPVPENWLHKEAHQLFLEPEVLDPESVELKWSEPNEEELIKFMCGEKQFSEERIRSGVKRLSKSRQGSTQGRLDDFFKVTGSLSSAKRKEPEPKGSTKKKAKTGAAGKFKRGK
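FEN1 at 10 nM preincubated with compounds 15 min at room temperature, then flap DNA substrate added at 50 nM final. Signal read at 0 and 15 min; concentration-response fitted with four-parameter Hill equation.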
TDP1 cell CPT: DT40-hTDP1 cell growth loss with CPT; chicken DT40 Tdp1-/-;hTDP1 cells + 20 nM CPT, ATP luminescence, 48 h; Potency, µM (series often up to 46.2 µM), without a hit: at the top dose activity change, negative = growth inhibition, usual class: inhibitors; 420,000 tested, 12% active; AID 686979; also: nearly all actives have a fitted effect of over 55% in size
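Chicken DT40 Tdp1-/- cells complemented with human TDP1, 400 cells/well, exposed to compounds plus 20 nM camptothecin for at least 48 h at 37 C; viability read as ATP content by CellTiter-Glo luminescence.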
* marks the source's active call; other numbers are inactive results; ? = inconclusive; . = not tested or not shown; & = joins results of further samples; [ ] = remark or other dose. Calls follow the shape of the dose curve; as a rule, active = well fitted curve in the direction sought with a large enough effect; inconclusive = small, poorly fitted or top-dose-only effect, or another doubt; inactive = no such curve, though single readings can be large; an effect the other way counts as inactive or inconclusive. Unless noted, % is scaled to controls: 0 for no effect and ±100 for the full control effect; potency is read from the fitted curve at half-maximal effect. Not all compounds are listed; rates above refer to the full screens.

SMILES	N370S GC	FEN1 inhibitor	TDP1 cell CPT
CC(=O)N1CC(=O)Nc2ccc(Cl)cc2C1c1ccccc1 (stereo not drawn)	-12%	-10%	12%
CC(C)(C)c1ccc(O)c(N=Cc2c(O)ccc3ccccc23)c1	3%	-17%	26µM*
CNC(C)C1CC[C@H](N)[C@@H](OC2C(N)C[C@H](N)[C@@H](OC3OC[C@](C)(O)C(NC)[C@H]3O)C2O)O1 (stereo partly drawn)	-2%	.	-4%
CC1CCC(C)(NS(=O)(=O)OCC(Cl)(Cl)Cl)CC1 (stereo not drawn)	-4%	-16%	?
O=c1[nH]c(=O)n(Cc2ccccc2Cl)c(O)c1C=Nc1ccc(F)cc1	-6%	13%	8%
BrCC1C[n+]2c(SCc3ccccc3)nc3sc4c(c3c2O1)CCCC4 (stereo not drawn)	5%	-12%	?
Cc1cc(N2CCN(C)CC2)nc2ccccc12	-10%	6%	-2%
CCOC(=O)c1cc(C)sc1/N=C/C1C(=O)NC(=S)NC1=O	-15%	-9%	4%
CCC1=Nc2cc(C(=O)N3CCC4(CC3)OCCO4)ccc2Sc2ccc(C)cc21	-27%	-10%	?
COC(=O)C1=C(c2cc3ccccc3s2)C[C@@H]2CC[C@H]1N2C(=O)NCCS(C)=O (stereo partly drawn)	.	19%	-1%
C1CC[C@H]([C@@]23C[C@H](C[C@H]4CCCN[C@H]42)[C@@H]2CCCCN2C3)NC1	-12%	.	-5%[9.04 µM]
CCN1CCN(C(=O)COc2ccc3oc4c(c3c2)CCCC4)CC1	.	-2%	?
COC(=O)C1=C(c2cc3ccccc3o2)C[C@@H]2CC[C@H]1N2C(=O)N1CCCC1	.	-1%	?
C[C@@H]1CC2C3CC=C4C[C@@H](O)CC[C@]4(C)C3CC[C@]2(C)[C@H]1O (stereo partly drawn)	.	8%	-21%
COC(=O)C1=C(c2ccc(F)cc2F)C[C@@H]2CC[C@H]1N2C(=O)NC1Cc2ccccc2C1	.	-16%	?
CNC(=O)Oc1ccc2c(c1)C(=O)c1ccccc1CO2	4%	-8%	-30%
CC1(C)C(=O)CC[C@@]2(C)C1=CCC1C2CC[C@]2(C)C(=O)CCC12 (stereo partly drawn)	.	0%	16µM*
CCCc1nnc(NC(=O)CCC(=O)N2CCC3(CC2)OCCO3)s1	8%	11%	1%
COc1cccc(-c2sc3ccccc3c2-c2ccc(OCCN3CCOCC3)cc2)c1	.	-16%	?
Cc1cc(N(CCCl)CCCl)ccc1/C=N/N=C(\N)c1cnccn1	.	2%	7.3µM*
N#CCCn1cc(C(=O)Nc2ccc([N+](=O)[O-])cc2)c(-c2ccc3c(c2)OCCO3)n1	-1%	-9%	-6%
CC1CCC(NC(=O)c2cc3c(=O)n(C)c4ccccc4c3n2C)CC1 (stereo not drawn)	6%	18%	9.2µM*
COc1ccc(C(O)P(=O)(Oc2ccccc2)Oc2ccccc2)cc1 (stereo not drawn)	2%	2%	3%
Oc1ccccc1Cl	-2%	-3%	7%
COc1ccc(CCNCc2ccc(Br)cc2)cc1OC	-6%	-4%	21µM*

The final 2 compounds of the section before open the next one.
SMILES	N370S GC	FEN1 inhibitor	TDP1 cell CPT
Oc1ccccc1Cl	-2%	-3%	7%
COc1ccc(CCNCc2ccc(Br)cc2)cc1OC	-6%	-4%	21µM*
CNC(C(=O)c1ccccc1)C(OC(C)C)c1ccc(Cl)cc1 (stereo not drawn)	-4%	-3%	?
Cc1cccc(OCCn2cccc2/C=C2/C(=O)NC(=O)N(Cc3ccco3)C2=O)c1	10%	-33%	0%
NCCCCCC(=O)OC1N=C(c2ccccc2Cl)c2cc(Br)ccc2NC1=O (stereo not drawn)	-6%	20%	?
C[C@@H]1C(=O)O[C@@H]2[C@H](O)C34[C@@H]5OC(=O)C3(O[C@H]3OC(=O)[C@H](O)C34[C@H](C(C)(C)C)[C@H]5O)[C@@]12O (stereo partly drawn)	20%	16%	-1%
O=c1[nH]c2ccccc2o1	14%	15%	9%
CCC(=O)Nc1ccc(N2CCN(CC)CC2)c(Cl)c1	-4%	0%	6%
CN(C)C(=O)Oc1cccc(NC(=O)c2ccccc2C(F)(F)F)c1	-17%	-10%	-4%
C[C@]12CC[C@H](O)CC1C(=O)CC1C2CC[C@@]2(C)C1CC[C@@H]2O (stereo partly drawn)	.	10%	-15%
COc1ccc(CNCCc2c[nH]c3ccccc23)c(OC)c1OC	-4%	-15%	16µM*
Cc1ncc(CN2CCCC(C(=O)c3ccc(C(C)(C)C)cc3)C2)s1 (stereo not drawn)	-4%	-8%	21µM*
Cc1ccc(Cl)cc1Nc1nn2c(=O)c3ccc(C(=O)NCc4cccs4)cc3nc2s1	.	-19%	15µM*
CC1([N+](=O)[O-])COP(=O)(NC2CCCC2)OC1 (stereo not drawn)	.	-3%	-12%
CN(C)C(=O)Oc1noc2cc(Cl)ccc12	8%	7%	-3%
Cc1cc(C)cc(OCCOc2cccc(C=C3C(=O)NC(=O)NC3=O)c2)c1	-11%	?	18µM*
CCN(CC)c1ccc(NC(=O)c2cccc(C)c2)cc1S(=O)(=O)Nc1ccccc1OC	-3%	-9%	16µM*
CCOC(=O)C1=C(C)OC(N)=C(C(=O)OCC)C12C(=O)Nc1ccc(Br)cc12 (stereo not drawn)	24%	-13%	?
CCN1C[C@@]2(COC)C3[C@@H](OC)[C@H]4[C@@H]1[C@@]3(C1C[C@H]3[C@H](OC(C)=O)C1[C@]4(OC(C)=O)C[C@H]3OC)[C@@H](OC)C[C@H]2OC(C)=O (stereo partly drawn)	.	-1%	5%
Cc1cc(N2CCCCC2)ccc1C=C1C(=O)N(C)C(=S)N(C)C1=O	-13%	-1%	?
Cc1ccc(CN2CCN(Cc3ccccc3F)CC2)cc1	0%	13%	?
CCOCCCn1c(N)c(C(=O)Nc2sc3c(c2C(=O)OC)CCCC3)c2nc3ccccc3nc21	7%	-6%	21µM*
COC(C/C=C/C=C/CC/C=C\CC(C)/C=C\C(=C/C(=O)O)CC(=O)O)/C(C)=C\C=C(/C)C(=O)O (stereo not drawn)	6%	.	14%[4.12 µM]
CCCNC(=O)c1c(N)n(Cc2ccc3c(c2)OCO3)c2nc3ccccc3nc12	13%	-10%	-4%
Cc1cc(OC(=O)N(C)C)nc(SCc2c(Cl)cccc2Cl)n1	11%	-1%	-29%
CC(C)(C)c1ccc(O)c(CN2CCN(c3ccccc3)CC2)c1	-2%	1%	?
COC(=O)C1=C(c2ccc(F)cc2OCc2ccccc2)C[C@@H]2CC[C@H]1N2C(=O)NC1CCCCC1	.	-16%	?

Already shown: an excerpt of the list.
SMILES	N370S GC	FEN1 inhibitor	TDP1 cell CPT
CNC(C(=O)c1ccccc1)C(OC(C)C)c1ccc(Cl)cc1 (stereo not drawn)	-4%	-3%	?
Cc1cccc(OCCn2cccc2/C=C2/C(=O)NC(=O)N(Cc3ccco3)C2=O)c1	10%	-33%	0%
NCCCCCC(=O)OC1N=C(c2ccccc2Cl)c2cc(Br)ccc2NC1=O (stereo not drawn)	-6%	20%	?
C[C@@H]1C(=O)O[C@@H]2[C@H](O)C34[C@@H]5OC(=O)C3(O[C@H]3OC(=O)[C@H](O)C34[C@H](C(C)(C)C)[C@H]5O)[C@@]12O (stereo partly drawn)	20%	16%	-1%
O=c1[nH]c2ccccc2o1	14%	15%	9%
CCC(=O)Nc1ccc(N2CCN(CC)CC2)c(Cl)c1	-4%	0%	6%

3 of the compounds above, with bars between the fields.
compound | N370S GC | FEN1 inhibitor | TDP1 cell CPT
CCC(=O)Nc1ccc(N2CCN(CC)CC2)c(Cl)c1 | -4% | 0% | 6%
CCN(CC)c1ccc(NC(=O)c2cccc(C)c2)cc1S(=O)(=O)Nc1ccccc1OC | -3% | -9% | 16µM*
Cc1ccc(Cl)cc1Nc1nn2c(=O)c3ccc(C(=O)NCc4cccs4)cc3nc2s1 | . | -19% | 15µM*

Next section
SMILES	N370S GC	FEN1 inhibitor	TDP1 cell CPT
CCCCn1c(C)c(C(=O)O)c2cc(OC)c3ccccc3c21	-4%	-20%	-14%
N#CCn1c(CCl)nc2ccccc2c1=O	-6%	4%	4.6µM*
N#CCN1CCN(c2ccc(C(F)(F)F)cc2)CC1	-22%	-2%	-22%
O=C1NC(c2cccnc2)Nc2sc3c(c21)CCCC3 (stereo not drawn)	4%	-6%	-17%
Cc1ccc(-n2c(O)c(C=NCCN(C)C)c(=O)[nH]c2=O)cc1	-11%	1%	2%
O=C(Nc1ccc(Cl)cc1C(=O)c1ccccc1)c1ccco1	8%	-10%	1%
CC1CC(C)CN(S(=O)(=O)c2ccc3c(c2)oc(=O)n3CC(=O)N(C)Cc2ccccc2)C1 (stereo not drawn)	-20%	22%	?
C[C@]12CC[C@H](O)C[C@@H]1CC[C@@H]1[C@@H]2CC[C@]2(C)[C@@H](C(=O)O)C[C@@H]12	-19%	6%	2%
Cn1ccnc1P(=S)(c1nccn1C)c1nccn1C	-7%	2%	10%
CCCCn1c(O)c(C(C)=NC(Cc2c[nH]c3ccccc23)C(=O)OC)c(=O)[nH]c1=O (stereo not drawn)	11%	2%	-2%
CCCCn1c(O)c(/C=N/NC(=O)c2ccncc2)c(=O)[nH]c1=S	-3%	-6%	2%
CC(=O)[C@@]1(O)CC[C@H]2[C@@H]3C[C@H](C)C4=CC(=O)CC[C@]4(C)[C@H]3CC[C@@]21C	27%&-7%	-2%	?
Cc1nc2cc([N+](=O)[O-])ccc2c(=O)n1-c1cccc(Br)c1	.	-1%	?
COc1ccc(CN2CCNCC2)c(OC)c1OC	-12%	2%&-4%	-2%
O=C(Nc1cccc(F)c1)N1CC[C@@]2(CCCN(C(=O)Oc3ccccc3)C2)C1	25%	.	?
CC(=O)OC1CC(OC(C)=O)[C@]2(C)C(CC(OC(C)=O)[C@]3(C)C2CC[C@@]2(C)C(c4ccoc4)C[C@H]4O[C@]432)C1(C)C (stereo partly drawn)	-5%	.	-27%
CCc1cc(=O)oc2cc(OC(=O)c3ccco3)ccc12	?	1%	-14%
Cc1cccc(-n2c(/C=C/c3c(C)[nH]c4ccccc34)nc3ccccc3c2=O)c1	.	-9%	?
c1ccc(-c2ccncc2)cc1	.	-5%	7%
CC(=NCC1CCCO1)c1c(O)n(C)c(=O)n(C)c1=O (stereo not drawn)	-24%	-4%	-7%
CN(C)C(CNC(=O)Cc1c(Cl)cccc1Cl)c1ccccc1 (stereo not drawn)	-1%	3%	8%
O=C1NC(=O)N(CCC2=CCCCC2)C(=O)/C1=C\c1cccs1	20%	?	?
CC12CN3CC(C)(CN(C1)C31CCSCC1)C2=O	2%	4%	4%
CN1CCN(c2nc3ccccn3c(=O)c2C=C2C(=O)N(C)C(=O)N(C)C2=O)CC1	-6%	1%	1%
CCCC(C)C1(CC)C(=O)NC(=Nc2ccccc2OC)NC1=O (stereo not drawn)	6%	9%	-27%
SMILES	N370S GC	FEN1 inhibitor	TDP1 cell CPT
CC(C(=O)OC1CC2CCC(C1)N2C)c1ccc(Br)cc1 (stereo not drawn)	-1%	.	21µM*
COC12CCC3(CC1C(C)(O)C(C)(C)C)[C@H]1Cc4ccc(OC5OC(C(=O)O)[C@@H](O)C(O)[C@H]5O)c5c4[C@@]3(CCN1CC1CC1)C2O5 (stereo partly drawn)	.	-9%	2%
CN1C(=O)N(C)C(=O)C2(Cc3cc(NC(=O)c4ccc(F)cc4)ccc3N3CCCC32)C1=O (stereo not drawn)	2%	-3%	?
COc1ccc(C)cc1NC1=NCCCS1	-7%	12%	-2%
S=C(NCCc1ccccc1)NCCc1cnc[nH]1	-5%	-7%	-25%
C[N+](C)(C)c1ccccc1	-8%	19%	7%
O=C(NCCCn1ccnc1)C(Cl)(Cl)Cl	0%	3%	1%
COC(=O)C1(C(=O)O)Cc2cc([N+](=O)[O-])ccc2N2CCCC21 (stereo not drawn)	-10%	-22%	11%
Cc1cccc(C(=O)Nc2ccc(C(=O)OCc3cc(=O)n4nc(C5CC5)sc4n3)cc2)c1	.	-4%	?
CCc1ccc(OCC(=O)N2CCN(Cc3ccc4c(c3)OCO4)CC2)cc1	-4%	-8%	-4%
CN1CCCC(C(=O)c2ccc(-c3ccccc3)cc2)C1 (stereo not drawn)	-26%	-6%	?
COC(=O)CSC1=NP(=S)(SCC(=O)OC)N2CCCC2=C1C#N (stereo not drawn)	?	2%	-26%
Cn1c(=O)cc(OCC(=O)N2CCN(C3CCCCC3)CC2)c2ccccc21	3%	-1%	-16%
CC(C)Oc1ccc(NC(=O)c2cc3ccccc3o2)cc1	.	-9%	?
CCCCn1c(=O)c(C(=O)Nc2ccsc2C(=O)OC)c(O)c2ccccc21	2%	4%	21µM*
CCCN1CCC[C@@H]2Cc3[nH]ncc3C[C@H]21	0%	48%[activator][57.1 µM]	-3%&-7%&-2%
Cc1c(CC(=O)N2C[C@H]3C[C@@H](C2)c2cccc(=O)n2C3)c(=O)oc2cc(O)c(Cl)cc12	?	-5%	24%
COc1ccc(CN2CCN(Cc3ccccc3F)CC2)cc1	-5%	2%	-6%
CC(=NCCC1=CCCCC1)c1c(O)[nH]c(=O)[nH]c1=O	-1%	0%	-14%
O=C(/C=C/c1ccccc1)C1C(=O)c2ccccc2C1=O	-2%	-7%	3.7µM*
Cc1ccc(C2CC3CCC(C2)N3Cc2ccccc2F)cc1 (stereo not drawn)	-5%	-2%	?
